TDP1 cell CPT = growth inhibition of DT40 Tdp1-/-;hTDP1 cells with camptothecin (screen for TDP1 inhibitors). chicken DT40 Tdp1-/-;hTDP1 cells + 20 nM CPT, ATP luminescence, 48 h. Potency, µM (titrated, usually from 46.2 µM), for inactives: at the top dose activity change, negative = growth inhibition, usual class: inhibitors. actives 12% (n = 420,000); active = well fitted inhibition curve with a large enough effect; inconclusive = small, poorly fitted or top-dose-only effect; note: nearly all actives have a fitted effect of over 55% in size
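Chicken DT40 Tdp1-/- cells stably complemented with human TDP1 were seeded at 400 cells/well in medium containing 20 nM camptothecin, exposed to pin-transferred compounds, and grown at 37 °C for at least 48 hr. Viability was read as ATP luminescence.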
Numbers without * were called inactive; [ ] = another dose, or the depositor's remark. % is set by controls: 0 for no effect and ±100 for the full control effect; potency is the fitted concentration of half-maximal effect.

COCCNC(=O)C1(C)CCCN(Cc2cccc(F)c2)C1 (centres undefined) was read as TDP1 cell CPT -22%.
For CN1CCN(c2ccc(S(=O)(=O)N3CCCCC3)cc2NC(=O)CSC(C)(C)C)CC1 the results were TDP1 cell CPT -1%.
For CCCN(C(=O)CSCc1ccc(C)cc1)c1c(N)n(Cc2ccccc2)c(=O)[nH]c1=O the results were TDP1 cell CPT 6%.
For CC1(C(=O)NCc2ccc(F)c(F)c2)Cc2c(-c3cccc(C(N)=O)c3)ccnc2O1 (centres undefined) the results were TDP1 cell CPT inconclusive.
For O=C(Nc1ccc(F)cc1)Nc1nnc([C@H]2C[C@H](O)[C@@H](CO)O2)s1 the results were TDP1 cell CPT inconclusive.
CSc1ccc2cc(CNCc3ccccc3F)c(N3CCCC(CO)C3)nc2c1 (centres undefined) was read as TDP1 cell CPT -6%[9.04 µM].
`CC(C(=O)N1CCCC1)N(c1ccc(Cl)cc1)S(C)(=O)=O` (centres undefined) gave TDP1 cell CPT -9%.
Screening COc1ccc(S(=O)(=O)N2CCN(C(=O)c3ccccc3Cc3ccccc3)CC2)cc1OC returned TDP1 cell CPT inconclusive.
Cc1ccc(S(=O)(=O)NC(=O)C2(C)CCN2C(=O)Cc2cccs2)cc1 (centres undefined) was read as TDP1 cell CPT 0%.
OC[C@@H]1CN(Cc2ccc(-c3ccccc3)cc2)C[C@H](n2cnc3c(NCc4ccco4)ncnc32)O1 was read as TDP1 cell CPT 9.2µM*.
For CC1(C)N=C(N)NC(=NCCCOc2ccc([N+](=O)[O-])cc2)N1 the results were TDP1 cell CPT -26%.
For O=C(c1cnc(Cl)c(Cl)c1)N1CCN(S(=O)(=O)c2cccs2)CC1 the results were TDP1 cell CPT -25%.
`CC(C)NC(=O)N(C)C[C@H]1OCc2cnnn2CCCC(=O)N([C@@H](C)CO)C[C@H]1C` gave TDP1 cell CPT -13%.
Screening COc1ccc([C@H]2C[C@H](O)[C@@H](n3cc(C4CC4)nn3)CN2C(=O)c2cccs2)cc1 returned TDP1 cell CPT 11%.
Screening Cc1ccc(-c2nc3ccc(Br)cn3c2Cc2ccccc2)cc1 returned TDP1 cell CPT 15µM*.
Screening CC1(Cc2cccc(C#N)c2)C(=O)Nc2ccc(-c3cccc(C(F)(F)F)c3)cc21 (centres undefined) returned TDP1 cell CPT inconclusive.
For CN(Cc1ccccc1)C(=O)c1csc([C@@H]2O[C@H](CO)[C@H](O)[C@H](O)[C@H]2O)n1 the results were TDP1 cell CPT -9%.
COc1ccc(C(C(=O)Nc2ccc(F)cc2)N2CCN(c3cccc(C(F)(F)F)n3)CC2)cc1 (centres undefined) was read as TDP1 cell CPT inconclusive.
For Nc1sccc1C(=O)N1CCN(c2ccccc2)CC1 the results were TDP1 cell CPT 18µM*.
Screening CCOc1ccc(-c2cccc(NS(=O)(=O)c3cccc([N+](=O)[O-])c3)c2)nn1 returned TDP1 cell CPT -27%.
`COC(=O)c1ccccc1NC(=O)CSc1nc2ccsc2c(=O)n1Cc1ccc(C(=O)O)cc1` gave TDP1 cell CPT -22%.
Screening CCOC(=O)N1CCN(C(=O)C[C@@H]2C[C@@]3(C(=O)OCC)CCCC=C3N(CCc3ccc(OC)c(OC)c3)C2=O)CC1 returned TDP1 cell CPT inconclusive.
For Nc1[nH]c(C(=O)c2ccccc2)c(-c2ccc(F)cc2)c1C(=O)NCCc1c[nH]c2ccccc12 the results were TDP1 cell CPT inconclusive.
`CSc1ccc(C(O)c2ncc(-c3ccccc3Cl)[nH]2)cc1` (centres undefined) gave TDP1 cell CPT inconclusive.
`C[C@@H]1CN([C@H](C)CO)C(=O)c2cc(Br)cnc2O[C@H]1CN(C)C(=O)Cc1ccncc1` gave TDP1 cell CPT -2%.
Screening CC1(C)NC(=O)N(CCC(=O)Nc2ccc(C(C)(C)C)cc2)C1=O returned TDP1 cell CPT 9%.
`CC(C)NC(=O)c1cc(C2CCCCN2C(=O)c2ccccc2)on1` (centres undefined) gave TDP1 cell CPT -9%.
Screening O=C(CNC(=O)c1cccc(-n2cccc2)c1)Nc1ccccc1Br returned TDP1 cell CPT -19%.
C=C[C@]1(C)C=C2C(=O)[C@@]3(O)OC(=O)[C@@]4(CCCC(C)(C)[C@H]34)[C@@]2(O)CC1 was read as TDP1 cell CPT 0.65µM*.
CC1(C(=O)Nc2ccccc2)CCN1C(=O)C1(c2ccc(Cl)cc2)CC1 (centres undefined) was read as TDP1 cell CPT inconclusive.

The closing 3 compounds of the section before open the next one:
Screening O=C(CNC(=O)c1cccc(-n2cccc2)c1)Nc1ccccc1Br returned TDP1 cell CPT -19%.
C=C[C@]1(C)C=C2C(=O)[C@@]3(O)OC(=O)[C@@]4(CCCC(C)(C)[C@H]34)[C@@]2(O)CC1 was read as TDP1 cell CPT 0.65µM*.
CC1(C(=O)Nc2ccccc2)CCN1C(=O)C1(c2ccc(Cl)cc2)CC1 (centres undefined) was read as TDP1 cell CPT inconclusive.
CCC(CC)C(=O)N(C)c1c(C)nc2c(OCCC3CCCCC3)cccn12 was read as TDP1 cell CPT 7.3µM*.
For CS(=O)(=O)N(CC(=O)N1CCOCC1)c1cccc(Cl)c1 the results were TDP1 cell CPT -22%.
For CC1(C(=O)NC2CCN(Cc3ccccc3)CC2)CCN1Cc1cc2ccccc2o1 (centres undefined) the results were TDP1 cell CPT inconclusive.
Screening COCCNC(=O)C1(C)CCN(Cc2ccc3ccccc3c2Br)C1 (centres undefined) returned TDP1 cell CPT 29µM*.
CCOC1=C2[C@@H](CN(S(=O)(=O)c3ccc(C)cc3)[C@H]2c2ccccc2Cl)[C@H]2C(=O)NC(=O)[C@H]2C1 was read as TDP1 cell CPT inconclusive.
`Nc1cc(N)cc(C(=O)c2ccccc2)c1` gave TDP1 cell CPT -13%.
For CC(=O)OC1CCC2(C)C3CCC4(C)C(CC5CCCCC54C(C)=O)C3CC(=O)[C@@]2(O)C1 (some centres undefined) the results were TDP1 cell CPT 1%.
CC(C)c1ccccc1NC(=O)Nc1nnc([C@@H]2C[C@H](O)[C@@H](CO)O2)s1 was read as TDP1 cell CPT 11%.
`CC(=O)NC(c1cccc(F)c1)c1nc(-c2cccc(C(F)(F)F)c2)cs1` (centres undefined) gave TDP1 cell CPT inconclusive.
Screening CC1(c2nnnn2Cc2ccccc2)CCC(=O)N1CCOc1ccccc1 (centres undefined) returned TDP1 cell CPT inconclusive.
For Cc1ccc2nc(CC(O)(c3ccccc3)c3ccccc3)ccc2c1 the results were TDP1 cell CPT inconclusive.
Screening CCOC(=O)C1(C)CCCCN1C(=O)c1ccccc1OC (centres undefined) returned TDP1 cell CPT -16%.
For O=C(CC[C@H]1O[C@@H](n2cnc3c(NC(=O)c4ccccc4)ncnc32)[C@H](O)[C@@H]1O)NCC1CCCO1 (some centres undefined) the results were TDP1 cell CPT 8%.
`CC(C)C(=O)Nc1cccc(S(=O)(=O)NC2=NCCC2)c1` gave TDP1 cell CPT 1%.
Screening O=C(Nc1ccccc1)c1cc(C2COCCN2C(=O)c2ccccn2)on1 (centres undefined) returned TDP1 cell CPT -10%.
For O=C1c2ccccc2C(=Cc2cccnc2)c2ccccc21 the results were TDP1 cell CPT -5%.
For COc1cccc(C(C)(O)c2nc(-c3cnc4ccccc4c3)cs2)c1 (centres undefined) the results were TDP1 cell CPT 16µM*.
For CC(C)N1C(=O)c2ccccc2NC(=O)C1C(=O)NC1CC1 (centres undefined) the results were TDP1 cell CPT 6%.
CCCNC(=O)C1(C)CCCN(C(=O)c2cccnc2Oc2ccccc2)C1 (centres undefined) was read as TDP1 cell CPT 3%.
For Cc1cc(C)n2c(Nc3ccc4c(c3)OCCO4)c(C(C)C)nc2n1 the results were TDP1 cell CPT 8.2µM*.
`C[C@@H]1CN([C@H](C)CO)C(=O)CCCn2cc(nn2)CO[C@H]1CN(C)C(=O)Cc1ccccc1` gave TDP1 cell CPT -25%.
`CC(=O)c1cccc(Nc2ccc(C#N)cc2)c1` gave TDP1 cell CPT inconclusive.
`COC(=O)[C@@]1(Sc2ccccc2)CC(=O)N[C@@H]1c1ccccc1` gave TDP1 cell CPT 8%.
Screening COc1cccc(C(NC(C)=O)c2nc(-c3ccoc3)cs2)c1 (centres undefined) returned TDP1 cell CPT 1%.
`C=C(CO)C1Cc2c(ccc3c2OC2COc4cc(OC)c(OC)cc4C2C3=O)O1` (centres undefined) gave TDP1 cell CPT 0.3µM*.
For OC[C@@H]1CN(Cc2cccnc2)C[C@H](n2cnc3c(N4CCCC4)ncnc32)O1 the results were TDP1 cell CPT 2%.
`CCCCCCCCN1C(=O)[C@H](CC(=O)N2CCCC2)C[C@@]2(C(=O)OCC)CCCC=C12` gave TDP1 cell CPT 8.2µM*.
`CC1(C(=O)NS(=O)(=O)c2ccccc2C(F)(F)F)CCN1C(=O)CCc1ccccc1` (centres undefined) gave TDP1 cell CPT 9%.
`CN(C)CCNc1ncnc2c1ncn2[C@H]1CN(Cc2ccc(-c3ccccc3)cc2)C[C@@H](CO)O1` gave TDP1 cell CPT 29µM*.
For CCc1nc2ccc(C(=O)NCCN3CCOCC3)cn2c1N(C)Cc1ccc(OC)cc1 the results were TDP1 cell CPT inconclusive.

Filtered by structure: the entries above with a thiophene ring, fused or not.
Cc1ccc(S(=O)(=O)NC(=O)C2(C)CCN2C(=O)Cc2cccs2)cc1 (centres undefined) was read as TDP1 cell CPT 0%.
For O=C(c1cnc(Cl)c(Cl)c1)N1CCN(S(=O)(=O)c2cccs2)CC1 the results were TDP1 cell CPT -25%.
Screening COc1ccc([C@H]2C[C@H](O)[C@@H](n3cc(C4CC4)nn3)CN2C(=O)c2cccs2)cc1 returned TDP1 cell CPT 11%.
For Nc1sccc1C(=O)N1CCN(c2ccccc2)CC1 the results were TDP1 cell CPT 18µM*.
`COC(=O)c1ccccc1NC(=O)CSc1nc2ccsc2c(=O)n1Cc1ccc(C(=O)O)cc1` gave TDP1 cell CPT -22%.

The list continues:
Screening COc1cccc(C(Nc2ccccc2)c2ccc3ccc(C)nc3c2O)c1 (centres undefined) returned TDP1 cell CPT 5.8µM*.
CSc1ccccc1CNC(=O)C1(C)CCCN1CC(C)C (centres undefined) was read as TDP1 cell CPT 26µM*.
O=C(c1ccc(CNS(=O)(=O)c2ccc(F)cc2)cc1)N1CCCCCC1 was read as TDP1 cell CPT inconclusive.
OC[C@H]1O[C@@H](c2nc(-c3ccc4[nH]ccc4c3)no2)[C@H](O)[C@@H](O)[C@H]1O was read as TDP1 cell CPT 1%.
For Cc1c(C(=O)N2CCN(C)CC2)sc2ncnc(NCC3(c4ccccc4)CCOCC3)c12 the results were TDP1 cell CPT -22%.
Screening CCCCN(C)C(=O)c1sc(=O)n(Cc2ccccc2F)c1C returned TDP1 cell CPT -27%.
Screening O=C(NCc1ccncc1)C1Cc2c(-c3ccc4c(c3)OCO4)ccnc2O1 (centres undefined) returned TDP1 cell CPT inconclusive.
`Cc1cccc(C)c1-n1nnnc1C(c1ccnc2ccccc12)N1CCN(C(=O)OCc2ccccc2)CC1` (centres undefined) gave TDP1 cell CPT inconclusive.
For CC(C)CN(C(=O)COC(=O)CCSc1ccc(Cl)cc1)c1c(N)n(Cc2ccccc2)c(=O)[nH]c1=O the results were TDP1 cell CPT inconclusive.
For CNc1ncnc2c1ncn2[C@H]1CN(Cc2ccc(OC)cc2)C[C@@H](CO)O1 the results were TDP1 cell CPT -20%.
CCN(CC)C(=O)C1=C(C)N(CCC2=CCCCC2)C(=O)C(CC(=O)NC2CCCC2)C1 (centres undefined) was read as TDP1 cell CPT 1%.
Screening CCOC(=O)[C@]12CCCC=C1N(Cc1ccco1)C(=O)[C@H](CC(=O)NCc1cccc(C(F)(F)F)c1)C2 returned TDP1 cell CPT inconclusive.
`Cc1cc(C(=O)N2CCC2(C)C(=O)Nc2cc(C(C)(C)C)nn2C)nn1C` (centres undefined) gave TDP1 cell CPT 0%.
O=C(OCc1cn([C@@H]2CN(C(=O)c3cccs3)[C@@H](c3ccc(Cl)cc3)C[C@H]2O)nn1)c1ccccc1 was read as TDP1 cell CPT inconclusive.
O=C(Nc1ccc(C(O)c2ccccc2)cc1)[C@@H]1O[C@H](CO)[C@@H](O)[C@H]1O (some centres undefined) was read as TDP1 cell CPT 8%.
For COc1ccc(Br)c(C=O)c1OS(=O)(=O)c1ccc(C)cc1 the results were TDP1 cell CPT inconclusive.
Screening CC12CCC(CC1O)C2C(=O)O (centres undefined) returned TDP1 cell CPT 7%.
For COc1ccc(S(=O)(=O)NC(=O)C2(C)CCN2C(=O)c2ccccc2CCc2ccccc2)cc1 (centres undefined) the results were TDP1 cell CPT 3%.
`CCCCCC(=O)N1C[C@H](O)[C@@H](n2cc(COC(=O)c3ccccc3)nn2)C[C@@H]1c1ccc(C)cc1` gave TDP1 cell CPT 0.82µM*.
C[C@@H]1CN([C@@H](C)CO)C(=O)CCCn2nncc2CO[C@H]1CN(C)S(=O)(=O)c1cn(C)cn1 was read as TDP1 cell CPT 12%.
Screening O=C1NC[C@@H](CCCCN2C[C@H](Cc3ccc(O)cc3)N(CC3CCCCC3)C(=O)C2=O)N(CC2CCCCC2)C1=O returned TDP1 cell CPT -8%.
For C#Cc1cccc(Nc2nc(NCc3ccccc3OC)nc3ccsc23)c1 the results were TDP1 cell CPT 9.2µM*.
For CC1(C)CC(=O)C=C(c2ccc(-c3ccc(OC(F)(F)F)cc3)cc2)C1=O the results were TDP1 cell CPT 16µM*.
CCOC(=O)CCCCCC(=O)Nc1ccc2c(c1)C(=O)N([C@@H](C)CO)C[C@@H](C)[C@H](CN(C)C(=O)c1ccncc1)OCCCC[C@H](C)O2 was read as TDP1 cell CPT -15%.

This is a subset; the hit share may differ from the screen's.
